FEN1 inhibitor: qHTS Assay for the Inhibitors of Human Flap endonuclease 1 (FEN1); P39748; Recombinant FEN1 flap cleavage, fluorescence, 15 min; Potency, µM (highest dose often 114 µM), inactives show at the top dose activity change, negative = inhibition, most hits filed as inhibitors; 390,000 tested, 0.35% active; AID 588795, 2011; note: nearly all actives have a fitted effect of over 65% in size
Target sequence (P39748 whole entry, looked up): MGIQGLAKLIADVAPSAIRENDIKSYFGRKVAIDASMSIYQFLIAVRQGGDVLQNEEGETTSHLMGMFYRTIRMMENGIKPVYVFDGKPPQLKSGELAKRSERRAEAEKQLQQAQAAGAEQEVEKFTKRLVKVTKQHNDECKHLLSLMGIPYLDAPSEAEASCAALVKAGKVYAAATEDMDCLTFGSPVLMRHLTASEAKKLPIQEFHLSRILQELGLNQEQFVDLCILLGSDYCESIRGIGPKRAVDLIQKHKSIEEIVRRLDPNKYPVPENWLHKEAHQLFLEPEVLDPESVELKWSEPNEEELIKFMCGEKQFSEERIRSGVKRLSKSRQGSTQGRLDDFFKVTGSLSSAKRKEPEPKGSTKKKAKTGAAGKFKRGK
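Compounds are tested as a concentration series against 10 nM FEN1; after a 15 min room-temperature preincubation, 50 nM substrate starts cleavage, with plate reads at 0 and 15 min. Normalized responses are fitted by a Hill equation.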
TDP1 block: qHTS Assay for Inhibitors of Tyrosyl-DNA Phosphodiesterase (TDP1). AID 485290, 2010. recombinant TDP1, AlphaScreen DNA substrate cleavage. 350,000 tested, 0.28% active. Tyrosyl-DNA phosphodiesterase 1 (Homo sapiens), Q9NUW8. Potency, µM (titrated, usually from 130 µM), without a hit: at the highest dose activity change, negative = inhibition, usual class: inhibitors; note: nearly all actives have a fitted effect of over 40% in size
Target sequence (Q9NUW8 whole entry, looked up): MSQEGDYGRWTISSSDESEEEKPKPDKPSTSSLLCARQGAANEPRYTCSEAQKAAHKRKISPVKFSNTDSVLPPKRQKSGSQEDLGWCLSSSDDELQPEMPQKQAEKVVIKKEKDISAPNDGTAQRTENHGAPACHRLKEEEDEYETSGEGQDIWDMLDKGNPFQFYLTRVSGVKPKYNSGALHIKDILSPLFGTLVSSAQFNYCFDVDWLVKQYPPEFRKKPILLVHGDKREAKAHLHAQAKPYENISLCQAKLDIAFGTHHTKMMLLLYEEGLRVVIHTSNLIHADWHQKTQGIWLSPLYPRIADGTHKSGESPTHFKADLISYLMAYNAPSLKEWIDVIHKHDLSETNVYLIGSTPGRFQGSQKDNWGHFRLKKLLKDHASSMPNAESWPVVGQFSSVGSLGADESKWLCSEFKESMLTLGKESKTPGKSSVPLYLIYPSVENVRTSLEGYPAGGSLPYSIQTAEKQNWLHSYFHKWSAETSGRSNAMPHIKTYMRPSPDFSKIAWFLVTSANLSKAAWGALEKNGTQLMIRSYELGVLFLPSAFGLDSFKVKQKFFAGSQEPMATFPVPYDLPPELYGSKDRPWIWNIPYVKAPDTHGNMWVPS
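Steps: enzyme plus compound, 15 min RT; add biotin/phosphotyrosine-FITC oligonucleotide (15 nM final), react 5 min; add donor/acceptor beads (10 ug/ml final), 10 min; read AlphaScreen. Tdp1 at 1 nM final.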
N370S GC mod: qHTS Assay for Inhibitors and Activators of N370S glucocerebrosidase as a Potential Chaperone Treatment of Gaucher Disease; Lysosomal acid glucosylceramidase (Homo sapiens), P04062; N370S GC spleen homogenate, 4MU-glucoside fluorescence; Potency, µM (series often up to 59.4 µM), without a hit: at the top dose activity change, negative = inhibition, actives largely listed as inhibitors; 330,000 tested, 0.092% active; AID 2101, 2009;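 note: 0% = full enzyme activity and -100% = no enzyme basal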
Numbers without * were called inactive; ? = inconclusive; / = no result given; & = joins results of further samples; [ ] = remark or other dose. Calls come from the whole dose curve; as a rule, active = well fitted curve in the direction sought with a large enough effect; inconclusive = small, poorly fitted or top-dose-only effect, or another doubt; inactive = no such curve, though single readings can be large; an effect the other way counts as inactive or inconclusive. Unless noted, % is set by controls: 0 for no effect and ±100 for the full control effect; potency is the fitted concentration of half-maximal effect.

SMILES	FEN1 inhibitor	TDP1 block	N370S GC mod
CCOC(=O)CSc1nc2c(sc(=S)n2-c2ccccc2)c(=O)n1-c1ccc(OC)cc1OC	-2%	/	-5%
O=C(NCc1ccccn1)c1ccc(Cl)s1	-13%	8%	18%
CN(C)CCCn1c(SCC(=O)N2c3ccccc3Sc3ccccc32)nc2ccccc2c1=O	-17%	5%	11%
COc1ccc(C)cc1NC(=O)CC(O)(C(F)(F)F)C(F)(F)F	-4%	5%	7%
Cc1ccc(OCCCCc2c(C)n[nH]c2C)cc1	-20%	/	-21%
COc1cccc(CSc2nc(-c3ccccc3OC)nc3c2Cc2c(CO)cnc(C)c2O3)c1	5%	5%	/
COC(=O)C1=C(C(=O)OC)[C@@H]2N(Cc3ccccc3)c3ccccc3[C@@]23C[C@@H](C(=O)OC)N(C(=O)NCc2ccccc2)C3=C1	/	16%	4%
COc1ccc(CCNC(=O)C2c3ccccc3C(=O)N2CCC(C)C)cc1OC (stereo not drawn)	-3%	/	-1%
COc1ccccc1CNS(=O)(=O)c1ccc(S(=O)(=O)NC2CC2)cc1	0%	11%	-4%
COc1ccc(/C=C/C(O)=C(\C#N)c2nnc(N3CCOCC3)n2-c2ccccc2)cc1OC	7%	3%	1%
Cn1c(O)c(N=NC(=S)Nc2ccccc2F)c2cc(S(=O)(=O)N3CCOCC3)ccc21	-3%	9%	13%
N#Cc1ccc(C23CC4(C2)[C@H](CN(CC2CCCCC2)[C@@H]4c2ccccc2)C3c2ccccc2)cc1 (stereo partly drawn)	7%	8%&5%	0%&-2%
Cn1nccc1/C=C(/C#N)S(=O)(=O)c1ccccc1	-8%	7%	-1%
Cc1cc(N)ccc1-n1c(C)ccc1C	-13%	0%	6%
O=C(NCC(=O)N(c1cccnc1)C(C(=O)NC1CCCC1)c1ccccc1)c1ccco1 (stereo not drawn)	4%	1%	-11%
CCCc1cc(=O)n2[nH]c(NCc3ccc(OC)cc3)nc2n1	2%	6%	9%
Cc1ccc(C2CC(=O)Nc3cc4c(cc32)OCCO4)s1 (stereo not drawn)	0%	5%	8%
CN(CC(=O)Nc1ccccc1Cl)C(=O)COC(=O)CN1C(=O)NC2(CCCC2)C1=O	-4%	2%	-1%
O=C(Nc1nccs1)c1ccc2c(c1)C(=O)N(Cc1cccnc1)C2=O	5%	1%	-5%
Cc1nc2cccc(C)n2c(=O)c1Cl	1%	-2%	-7%
Cc1ccc(CNc2ccc3c(c2)OCO3)cc1	1%	3%	-5%
O=C(Nc1ccc(N2CCOCC2)cc1Cl)C1CCN(C(=O)OCc2ccccc2)CC1	-19%	3%	-4%
O=C(CSc1ncc2c(n1)-c1ccccc1N(Cc1ccc(F)cc1)S2(=O)=O)NCCc1ccccc1	26%	-3%	/
CCc1cccc(C)c1NC(=O)CCN1C(=O)NC(C)(C)C1=O	8%	0%	/
COc1ccc(C2CC(C(F)(F)F)n3nc(C(=O)O)cc3N2)cc1OC (stereo not drawn)	0%	-7%	7%
CCS(=O)(=O)N1CCN(c2ccc([N+](=O)[O-])c(N3CCOCC3)c2)CC1	-10%	0%	-3%
COc1ccc(NC(=O)N[C@@H](CCSC)C(=O)O)cc1Cl	1%	1%	14%
CCOC(=O)c1c(NC(=O)COc2ncnc3ccccc23)sc(C)c1CC	-16%	0%	15%
Cc1ccc(C(=O)O/N=C(\N)c2cccc([N+](=O)[O-])c2)cc1	1%	3%	7%
COc1cccc(/C=C2\Oc3ccc(O)cc3C2=O)c1O	-1%	/	?
CCOC(=O)c1ccc(NC(=O)c2nc(SCc3ccccc3F)ncc2Cl)cc1	-16%	0%	/
CN(C)c1ccc(-c2nn3c(-c4cc(-c5ccccc5)n[nH]4)nnc3s2)cc1	2%	-1%	/
CCOC(=O)C1C2C=CC3(CN(c4cccc(Cl)c4)C(=O)C13)O2 (stereo not drawn)	-3%	2%	5%
O=[N+]([O-])c1ccccc1S(=O)(=O)Nc1ccc(S(=O)(=O)N2CCOCC2)cc1	-17%	-1%	3%
OCCC1CN(Cc2cnc(-c3ccccc3)s2)CCN1CCc1ccccc1 (stereo not drawn)	16%	/	-14%
O=S(Cc1ccccc1)CC(O)(c1ccccc1)c1ccccc1 (stereo not drawn)	1%	4%	6%
Cc1ccc(C2(COC(=O)C(C)C)CO2)c(OC(=O)C(C)C)c1 (stereo not drawn)	-1%	/	0%
CCOC(=O)CNC(=O)C1COc2ccccc2O1 (stereo not drawn)	6%	0%	-2%
COc1ccc(CCNC(=O)CN2CCCc3ccccc32)cc1OC	-10%	2%	-2%
Cc1cccc(N2C(=O)CC(Sc3ccccc3C(=O)O)C2=O)c1 (stereo not drawn)	5%	3%	-3%
CC(C)NC(=O)[C@@H]1C[C@@]1(C)[C@@H](NC(=O)OCc1ccccc1)c1ccccc1	-4%	1%&9%	4%&4%
O=C(Nc1nccs1)C1(S(=O)(=O)c2ccc(Cl)cc2)CC1	-4%	1%	-3%
O=C(NC1CCCCC1)C(c1cccnc1)N(CCc1ccccc1)C(=O)Cc1cccs1 (stereo not drawn)	-3%	5%	10%
O=C1NC[C@H](Cc2ccccc2)N(CC2CCCCC2)C1=O	-16%	-1%	-5%
CC1(C)CC(NC(=O)c2ccc(Cl)cc2Cl)CC(C)(C)N1	2%	/	7%
Cc1ccc(-n2c(SCC(N)=O)nc3c([nH]c4ccccc43)c2=O)cc1	0%&6%	7%&7%	10%
Cc1ccc(-c2nc(=Nc3ccccc3)sn2-c2ccccc2)cc1	14%	2%	/
C=CCNC(=S)N/N=C/c1ccc(C(F)(F)F)cc1	-2%	6%	4%
C[C@@]12C(=O)Nc3ccc(Cl)cc3C(=O)N1[C@H]1c3ccccc3OC[C@@H]1[C@@H]2c1ccccc1	-2%	0%	23%
CCCCN(C(=O)c1ccc2c(c1)OCCO2)c1c(N)n(CC(C)C)c(=O)[nH]c1=O	6%	-12%[0.505 µM]	-2%

Single records, from the list above. Order of values: FEN1 inhibitor | TDP1 block | N370S GC mod
C[C@@]12C(=O)Nc3ccc(Cl)cc3C(=O)N1[C@H]1c3ccccc3OC[C@@H]1[C@@H]2c1ccccc1 in the list: -2% | 0% | 23%
O=C(Nc1nccs1)C1(S(=O)(=O)c2ccc(Cl)cc2)CC1 in the list: -4% | 1% | -3%

(list continues)
SMILES	FEN1 inhibitor	TDP1 block	N370S GC mod
CCOC(=O)Cn1cc(-c2ccccc2)nn1	-12%	2%	2%
O=C(N/N=C/C=C/c1ccco1)c1ccncc1	-16%	-6%	-25%
Cn1c(=O)[nH]c(=O)c2c1nc(N1CCCCC1)n2CCCSc1nnnn1-c1ccccc1	2%	5%	12%
Cc1cccc(OCC(=O)N/N=C/c2cn[nH]c2-c2ccc(Cl)c(Cl)c2)c1	7%	0%	-1%
CCOC(=O)c1cc(NC(=O)Nc2ccccn2)c(C)nc1C	15%	5%	5%
NC(=O)Cc1ccc(C(=O)c2ccccc2)s1	0%	5%	-9%
CCn1c2ccccc2c2cc(NC(=O)COc3ccc(OC)cc3)ccc21	-1%	8%	-3%
O=C(c1cnsn1)N1CCC(CO)(Cc2ccc(Cl)cc2)CC1	0%	6%	8%
CCC(C)N(C(=O)COc1ccc(Cl)c2cccnc12)C1CCS(=O)(=O)C1 (stereo not drawn)	-5%	/	7%
COc1cccc(N2CCN(C(=O)C3CCN(S(=O)(=O)c4c(C)noc4/C=C/c4ccccc4F)CC3)CC2)c1	?	4%	/

Among those listed so far, 8 contain an aryl thioether with sulfur outside any ring:
SMILES	FEN1 inhibitor	TDP1 block	N370S GC mod
CCOC(=O)CSc1nc2c(sc(=S)n2-c2ccccc2)c(=O)n1-c1ccc(OC)cc1OC	-2%	/	-5%
CN(C)CCCn1c(SCC(=O)N2c3ccccc3Sc3ccccc32)nc2ccccc2c1=O	-17%	5%	11%
COc1cccc(CSc2nc(-c3ccccc3OC)nc3c2Cc2c(CO)cnc(C)c2O3)c1	5%	5%	/
O=C(CSc1ncc2c(n1)-c1ccccc1N(Cc1ccc(F)cc1)S2(=O)=O)NCCc1ccccc1	26%	-3%	/
CCOC(=O)c1ccc(NC(=O)c2nc(SCc3ccccc3F)ncc2Cl)cc1	-16%	0%	/
Cc1cccc(N2C(=O)CC(Sc3ccccc3C(=O)O)C2=O)c1 (stereo not drawn)	5%	3%	-3%
Cc1ccc(-n2c(SCC(N)=O)nc3c([nH]c4ccccc43)c2=O)cc1	0%&6%	7%&7%	10%
Cn1c(=O)[nH]c(=O)c2c1nc(N1CCCCC1)n2CCCSc1nnnn1-c1ccccc1	2%	5%	12%

Other compounds.
SMILES	FEN1 inhibitor	TDP1 block	N370S GC mod
CC1CC(C)CN(C(=O)CCC(=O)Nc2nnc(C(C)C)s2)C1 (stereo not drawn)	18%	3%	3%
O=C(NC(=S)NC1CCCCC1)c1ccc(Cl)cc1	-18%	3%	-6%
COc1ccc(OC)c2sc(N3CCCCC3)nc12	-13%	3%	5%
Cc1sc2ccccc2[n+]1CCC(C)S(=O)(=O)[O-] (stereo not drawn)	-2%	-7%	-19%
CN(C)c1ccc(NC(=S)NC(=O)/C=C/c2ccc(Cl)cc2)cc1	5%	5%	-2%
Cc1ccc(C)c(NC(=O)COC(=O)c2c(C)nn(-c3ccccc3)c2C)c1	11%	-1%	/
COCCCNC(=O)CCSc1ccc(C)cc1	-3%	-8%	-4%
CCOC(=O)NC1(C(F)(F)F)N=C(c2ccccc2)NC1=O (stereo not drawn)	29%	-2%	-14%
CCN1CCN(c2ccccc2NC(=O)c2ccc(-n3cccn3)cc2)CC1	-16%	0%	/
O=C(CNS(=O)(=O)c1ccc2ccccc2c1)Nc1ccc(F)c(F)c1F	-2%	-4%	/
Cc1ccc(NC(=O)Cn2cc(C(=O)c3ccco3)c3ccccc32)cc1	18%	3%	/
CCN1C/C(=C/c2cccc([N+](=O)[O-])c2)C(=O)/C(=C/c2cccc([N+](=O)[O-])c2)C1	0%	6%	2%
Cc1sc2nc(CSCC(=O)N(C)CC(=O)Nc3ccc(F)cc3)[nH]c(=O)c2c1C	-8%	2%	-1%
COc1ccccc1N(C)S(=O)(=O)c1ccc(C(=O)NC2=NCCS2)cc1	3%	3%	10%
COc1ccc(-n2ncc(Cl)c(Cl)c2=O)cc1	-1%	0%	0%
Cn1cc(CN2CCCC(C(=O)c3cccs3)C2)c(-c2cccc(Cl)c2)n1 (stereo not drawn)	-1%	5%	-25%
S=C(Nc1ccccc1)NC1CCN(Cc2ccccc2)CC1	1%	2%	1%
Cc1nc(N2CCN(c3ccccn3)CC2)c2c(C)c(C(=O)Nc3c(C)cc(Br)cc3C)sc2n1	6%	8%	-5%
O=C(c1cccs1)N1CCCc2cc(NS(=O)(=O)c3ccc(F)cc3F)ccc21	-5%	4%	/
NC(=O)/C=C\C(=O)Nc1cccc(C(F)(F)F)c1	0%	4%	6%
CCOC(=O)[C@@H]1[C@H]2COc3ccccc3[C@H]2N2C(=O)N(c3ccccc3)C(=O)[C@]12C	9%	/	13%
Nc1cc(=O)[nH]c(=O)n1-c1cccc(F)c1	6%	8%	8%
COc1ccc(-c2ccc3nnc(SCC(=O)N4CCCC4)n3n2)cc1	2%	/	-13%
Cc1cc(C)cc(N(C(=O)c2csnn2)C(C(=O)NC(C)(C)C)c2cccs2)c1 (stereo not drawn)	-5%	3%	-2%
O=C1NC2(CCN(Cc3ccccc3)CC2)Oc2ccccc21	17%	3%	3%
Cc1ccccc1OCCC(=O)OCC(=O)NNC(=O)c1cccs1	-12%	1%	/
O=C(N/N=C1/CCSC1)c1cccc([N+](=O)[O-])c1	-3%	6%	1%
CCOC(=O)c1sc(=NC(=O)c2ccc(Br)cc2)n(C)c1C	19%	1%	-16%
Cc1cc(C)cc(OCC(=O)NNC(=O)CCC(=O)NCc2ccccc2)c1	2%	5%	3%
COc1ccc(OC)c(-n2c(=O)[nH]c3cc(C(=O)NCCc4ccc(OC)c(OC)c4)ccc3c2=O)c1	-8%	6%	/
COc1ccccc1CCNC(=O)Cc1c(C)c2cc(Cl)c(O)cc2oc1=O	-3%	6%	/
CC(=O)c1c(Nc2ccccc2)sc(C(=O)c2ccccc2)c1C	-10%	1%	2%
O=C(N/N=C/c1ccc([N+](=O)[O-])s1)c1ccncc1	-3%	0%	4%
CC(C)n1cc(/C=C2/NC(=O)N(c3cccc(Cl)c3)C2=O)c2ccccc21	-1%	-2%	6%
CN(CCCNS(=O)(=O)c1cccc2cccnc12)Cc1ccccc1	19%	5%	-29%
O=C(CNC(=O)COc1ccccc1)NCCN1CCOCC1	-13%	1%	/
CC(C)(C)C1CCC(=NNC(=O)c2ccco2)CC1 (stereo not drawn)	-25%	1%	-1%
CN(CC(=O)Nc1ccc(Cl)c(Cl)c1)C(=O)C12CC3CC(CC(C3)C1)C2	-4%	6%	11%
CC1=C(C(=O)Nc2ccccc2C)C(c2cccnc2)n2nc(SCc3ccccc3)nc2N1 (stereo not drawn)	-1%	3%	/
CCOc1ccccc1OCC(=O)Nc1ccccc1C(=O)NC1CC1	-3%	-9%[0.505 µM]	3%

Assay outcomes from PubChem.
